Compound activity (PubChem)
PLAP inhibition: PLAP enzyme inhibitors, biochemical, luminescence, HTS (AID 690); purified PLAP, luminescent substrate; higher % means a stronger effect; inhibition, % at 20 µM, or IC50 in µM where a hit was titrated; 96,000 tested, 0.08% active; in the data active = a potency from the dose series; inactive = the rest, 99 in 100 with inhibition below about 30%; note: strong numbers were not always called active
IL1B NFkB pot: enhances IL-1B driven NFkB nuclear translocation; 94,000 tested, 0.3% active; AID 819; HUVEC IL-1B NFkB p65 nuclear translocation imaging; activation, % at 2 µM;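 active = activation above 40%, about the mean plus 3 SD, also judged a hit on visual image review; inconclusive = activation above 40% but not a hit on visual review; inactive = activation not above 40% and no visual hit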;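 note: percent activation is computed from the nuclear over cytoplasmic p65 intensity ratio; values of inactives mirror those of a sister screen read the other way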
MRP reversal: compounds reversing MRP-mediated drug resistance; AID 602; differential viability (reversal), % at 10 µM; H69AR cells + 2 uM doxorubicin, CellTiter-Glo, 72 h; 85,000 tested, 0.04% active;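 active = viability drop by adding the cancer drug above about 55%, with treated viability meeting a 40% cutoff, limit read from the data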;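 note: viability without doxorubicin minus viability with 2 µM doxorubicin for each compound; larger differential means the compound sensitizes cells more to doxorubicin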
Bcl-B displacement: displacers of TR3 peptide from Bcl-B, primary screen, selectivity assay for Bfl-1 inhibitor project, biochemical, fluorescence polarization. FP displacement of FITC-TR3 peptide from Bcl-B; higher % means a stronger effect. one-dose displacement, % at 20 µM; IC50 in µM for titrated hits. 96,000 tested, 0.11% active. AID 748;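 active = displacement above 50% at 20 µM plus a fluorescence interference ratio under 1.5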;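 note: plate controls were wells without compound for no effect and wells lacking Bcl-B protein for full effect; a part of the inactive calls stands beside numbers as strong as those of hits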
IL1B NFkB inh: blocks IL-1B driven NFkB nuclear translocation in HUVEC cells; HUVEC IL-1B NFkB p65 nuclear translocation imaging; inhibition, % at 2 µM; 94,000 tested, 0.43% active; AID 796;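 active = inhibition above about 30% together with a positive call from visual inspection of the well image, limit read from the data; inconclusive = inhibition above a set limit but visual check negative; inactive = inhibition not above a set limit, visual check negative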;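 note: nuclear over cytoplasmic p65 intensity ratio measured by imaging; 0% = IL-1B stimulated DMSO wells and 100% = unstimulated DMSO wells; values of inactives mirror those of a sister screen read the other way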
MRP reversal cytotoxicity: second read-out of MRP reversal, no call of its own (marks repeat the call); viability, %; H69AR cells, CellTiter-Glo, 72 h; measured here: cytotoxicity without doxorubicin
MRP reversal with doxorubicin: second read-out of MRP reversal, no call of its own (marks repeat the call); viability, %; measured here: viability with 2 uM doxorubicin; active compounds read low
IL1B NFkB inh cell count 2 µM: second read-out of IL1B NFkB inh, no call of its own (marks repeat the call); cell count; measured here: cells passing quality filter;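 raw number of nuclei counted in each imaged well without normalization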
IL1B NFkB pot cell count 2 µM: also measured in IL1B NFkB pot; calls as there; cell count; measured here: cells passing quality filter
* marks the source's active call; other numbers are inactive results; ? = inconclusive; / = not tested or not shown.

SMILES	PLAP inhibition	IL1B NFkB pot	IL1B NFkB pot cell count 2 µM	MRP reversal	MRP reversal cytotoxicity	MRP reversal with doxorubicin	Bcl-B displacement	IL1B NFkB inh	IL1B NFkB inh cell count 2 µM
COc1ccc(C)cc1NC(=O)C1C2C=CC(C2)C1C(=O)O (configuration not stated)	-1%	0	153	9	95	86	0%	0	153
CC(C)(C)C(=O)c1cn(CC(=O)NCc2ccc3c(c2)OCO3)c2ccccc12	25%	1	204	8	73	65	-18%	-1	204
CCN(c1ccccc1)S(=O)(=O)c1ccc(NC(=O)C(C)(C)C)cc1	13%	0	106	-30	35	65	-1%	0	106
COc1cccc(Nc2nc(-c3sc(N)nc3C)cs2)c1	6%	10	96	-12	56	68	4%	-10	96
COc1ccccc1Nc1ncc(C(C)=O)c(C)n1	15%	-2	196	-12	94	106	10%	2	196
CCOC(=O)c1sc2nc[nH]c(=O)c2c1C	10%	/	/	-7	94	101	6%	/	/
OCCSc1nc2ccccc2n1CCOc1ccccc1	-65%	14	63	-9	101	109	-2%	-14	63
O=C(c1ccc(F)cc1F)N1CCN(c2ncccn2)CC1	-3%	-9	173	5	100	95	-3%	9	173
COc1cc(C2NC(=O)NC(c3ccccc3)=C2C(C)=O)ccc1OCC(=O)O (configuration not stated)	-18%	5	137	-13	87	100	-5%	-5	137
CCCCCCn1c(SCC(=O)OC)nc2c1c(=O)[nH]c(=O)n2C	-3%	/	/	10	70	60	-1%	/	/
O=C(O)C1C2C=CC(C3CC23)C1C(=O)N1CCc2ccccc21 (configuration not stated)	-10%	-8	178	-8	90	99	0%	8	178
O=C(CN1CCN(c2ccc(F)cc2)CC1)Nc1cc(C(F)(F)F)ccc1Cl	12%	9	78	-5	101	106	1%	-9	78
CCn1cc(C(=O)OCC(=O)NCc2ccc3c(c2)OCO3)c(=O)c2ccc(C)nc21	8%	24	217	-16	11	27	4%	-24	217
COc1ccc(C(=O)SC2=NCCS2)cc1OC	6%	1	99	-3	82	85	-8%	-1	99
O=c1[nH]c(CN2CCN(Cc3ccc4c(c3)OCO4)CC2)nc2sc3c(c12)CCC3	-64%	/	/	-6	88	95	0%	/	/
CC1CC(=O)C2=C(C1)Nc1ccccc1N(C(=O)COc1ccccc1)C2c1ccco1 (configuration not stated)	-1%	0	66	5	82	77	2%	0	66
COCc1nnc(NC(=O)CCCOc2ccccc2OC)s1	10%	-4	77	17	92	75	1%	4	77
Cc1ccc(NC2=C/C(=N\S(=O)(=O)c3cccs3)c3ccccc3C2=O)c(C)c1	/	16	86	0	2	2	/	-16	86
Cc1cc(Nc2ccc3c(c2)OCCO3)n2ncnc2n1	0%	-5	151	/	/	/	-18%	5	151
Cn1c(SCC(=O)NCc2cccs2)nnc1-c1ccco1	19%	-8	84	-13	87	100	-3%	8	84
COc1nc(OC)nc(N2CCCCCC2)n1	/	22	133	-10	86	96	/	-22	133
N#Cc1c(N)n(CCCN2CCOCC2)c2nc3ccccc3nc12	-40%	-2	181	-9	63	72	-9%	2	181
O=S(=O)(c1ccc2nc(-c3ccco3)c(-c3ccco3)nc2c1)N1CCOCC1	-30%	-1	95	/	/	/	13%	2	95
C=CCOC(=O)CCC(=O)Nc1cc(OC)nc(OC)n1	-11%	11	157	0	104	104	-10%	-11	157
COc1ccc(-c2[nH]nc3c2C(c2ccc(OC(=O)N4CCOCC4)cc2)C(C#N)=C(N)O3)cc1 (configuration not stated)	/	22	100	9	83	74	-9%	-22	100
Cn1c(=O)n(CCOc2ccc(Cl)cc2Cl)c2ccccc21	16%	-5	60	13	69	57	-1%	5	60
Cc1ccc(Oc2ccc(/C=N/O)cn2)cc1	13%	3	104	/	/	/	-1%	-3	104
COc1ccc(N2C(=O)C3CCCN3C2c2cc(OC)c(OC)c(OC)c2)cc1 (configuration not stated)	-70%	8	160	9	91	83	-16%	-8	160
CCOC(=O)Nc1ccc(C(N)=O)cc1	-7%	7	131	19	115	97	4%	-7	131
O=C(O)c1ccccc1Nc1ccccc1C(=O)O	7%	12	186	/	/	/	3%	-12	186
CCN(CC)CCNC(=O)c1cn(C)c2ccc(S(=O)(=O)N(C)C3CCCCC3)cc2c1=O	-42%	/	/	-3	90	93	15%	/	/
COc1ccc(CN(C(=O)Cn2nnc3ccccc32)C(C(=O)NC(C)(C)C)c2ccco2)cc1 (configuration not stated)	11%	?	/	21	86	66	-4%	-46	117
O=c1c2ccccc2c(C=NCCCN2CCOCC2)c(O)n1Cc1ccccc1	-50%	-5	130	9	72	63	19%	5	130
C=CCc1cccc2cc(C(=O)NC3=C(C#N)CCC3)c(=O)oc12	21%	-5	101	/	/	/	10%	5	101
CSC1=C(C#N)C(c2ccc3c(c2)OCO3)C2=C(CCCC2=O)N1 (configuration not stated)	/	-5	78	-9	87	96	/	5	78
Cc1ccc(S(=O)(=O)N/N=C\c2ccc(C)o2)cc1	2%	-5	140	/	/	/	13%	5	140
O=[N+]([O-])c1ccc(Cl)c(/C=N/N2CCN(Cc3ccc(Cl)cc3)CC2)c1	25%	17	67	12	90	78	-20%	-17	67
CCOc1ccc(C(C)NC(=O)CCC(=O)O)cc1 (configuration not stated)	8%	/	/	8	110	102	1%	/	/
CC(C)(C)c1ccc(-c2nnc(SCCC#N)n2C2CCCC2)cc1	2%	12	180	16	69	53	-3%	-12	180
Cc1nc2oc(C(=O)c3ccccc3)c(N)c2c2c1COC(C)(C)C2	/	1	166	2	80	78	/	-2	166
O=C(c1cc2cc(Br)cc(Br)c2oc1=O)N1CCCC1	/	-4	170	-3	96	99	/	4	170
Cc1ccc(-c2nnn(CC(=O)Nc3cccc4cccnc34)n2)o1	-13%	11	169	/	/	/	-3%	-11	169
O=C(Nc1ccccc1Cl)c1cccs1	16%	0	157	3	96	93	-7%	0	157
CCOC(=O)C1CCN(Cc2c(O)ccc3ccccc23)CC1	/	13	123	14	84	70	/	-13	123
CCC(c1nnnn1CCOC)N(Cc1ccc(C)cc1)Cc1cc2cc(OC)ccc2[nH]c1=O (configuration not stated)	2%	-5	155	2	86	84	-12%	5	155

Record cards, as listed above:
Record of CCN(CC)CCNC(=O)c1cn(C)c2ccc(S(=O)(=O)N(C)C3CCCCC3)cc2c1=O → PLAP inhibition: -42%; IL1B NFkB pot: /; IL1B NFkB pot cell count 2 µM: /; MRP reversal: -3; MRP reversal cytotoxicity: 90; MRP reversal with doxorubicin: 93; Bcl-B displacement: 15%; IL1B NFkB inh: /; IL1B NFkB inh cell count 2 µM: /
Record of CCC(c1nnnn1CCOC)N(Cc1ccc(C)cc1)Cc1cc2cc(OC)ccc2[nH]c1=O (configuration not stated) → PLAP inhibition: 2%; IL1B NFkB pot: -5; IL1B NFkB pot cell count 2 µM: 155; MRP reversal: 2; MRP reversal cytotoxicity: 86; MRP reversal with doxorubicin: 84; Bcl-B displacement: -12%; IL1B NFkB inh: 5; IL1B NFkB inh cell count 2 µM: 155
Record of O=c1c2ccccc2c(C=NCCCN2CCOCC2)c(O)n1Cc1ccccc1 → PLAP inhibition: -50%; IL1B NFkB pot: -5; IL1B NFkB pot cell count 2 µM: 130; MRP reversal: 9; MRP reversal cytotoxicity: 72; MRP reversal with doxorubicin: 63; Bcl-B displacement: 19%; IL1B NFkB inh: 5; IL1B NFkB inh cell count 2 µM: 130

Next part
SMILES	PLAP inhibition	IL1B NFkB pot	IL1B NFkB pot cell count 2 µM	MRP reversal	MRP reversal cytotoxicity	MRP reversal with doxorubicin	Bcl-B displacement	IL1B NFkB inh	IL1B NFkB inh cell count 2 µM
COc1cccc(C2C(C#N)=C(N)Oc3c2oc(CO)cc3=O)c1OC (configuration not stated)	19%	14	129	-1	96	97	-1%	-14	129
CC(NC(=O)NCCCC(=O)O)(C(F)(F)F)C(F)(F)F	4%	-6	131	-4	96	100	4%	6	131
CCN(CC)C(=O)c1ccc(C(=O)c2ccccc2)cc1	12%	12	186	11	105	94	-14%	-12	186
Cc1c(NC(=O)c2ccc(CN3CCc4ccccc4C3)cc2)c(=O)n(-c2ccccc2)n1C	-42%	3	152	15	101	86	4%	-3	152
CCn1c(SCC(=O)Nc2ccccc2C(=O)OC)nnc1-c1ccoc1C	-3%	-6	136	6	84	78	3%	6	136
CCCn1c(CNc2ccc(Br)cc2)nc2ccccc21	/	2	36	16	97	81	-3%	-2	36
COc1ccc(OC)c(S(=O)(=O)NCCc2ccccc2)c1	-7%	2	148	3	96	94	-8%	-2	148
CCn1c(SC(C)C(=O)OC)nnc1-c1c[nH]c2ccccc12 (configuration not stated)	-6%	/	/	13	91	78	3%	/	/
Cc1ccc2[nH]c(=S)cc(C)c2c1	6%	8	122	-8	93	101	6%	-8	122
Cc1nc(N)sc1C(=O)Nc1ccccc1	12%	11	142	-2	83	85	-6%	-12	142
COc1ccc(CCNC(=S)NC(=O)/C=C/c2ccc(C)cc2)cc1OC	/	-7	145	/	/	/	/	7	145
Cc1oc2cc(O)ccc2c(=O)c1Oc1ccccc1Br	-3%	/	/	5	87	82	0%	/	/
O=C(Nc1ccc(Br)cc1)C1CCC(=O)N1Cc1ccccc1Cl (configuration not stated)	-7%	5	179	/	/	/	2%	-5	179
COc1ccc(-c2[nH]ncc2/C=C(/C#N)C(=O)NC2CCCCC2)cc1	-79%	16	178	/	/	/	-20%	-16	178
CC(=O)Nc1ccc(N2C(=O)CC(N3CC(C)OC(C)C3)C2=O)cc1 (configuration not stated)	-3%	-6	204	-3	96	99	-9%	6	204
Cc1csc(NC(=O)CSc2nnc(-c3ccco3)n2C)n1	-15%	4	77	-3	84	87	-2%	-4	77
Cc1cccc(OCc2nnc(SCC(=O)N3CCc4ccccc43)n2C)c1	-69%	5	98	1	87	85	-5%	-5	98
CN(Cc1ccco1)C(=O)C(Cc1ccccc1)NS(=O)(=O)c1ccc2c(c1)CCC(=O)N2 (configuration not stated)	-65%	10	66	17	82	65	14%	-10	66
CC12C=CC3(CN(Cc4ccccc4)C(=O)C3C1C(=O)NCc1ccco1)O2 (configuration not stated)	-10%	-1	192	-3	78	81	-8%	1	192
Cc1ccnc(NC(=O)CCC2CCCCC2)c1	30%	-1	135	-2	82	85	-3%	1	135
O=c1c2cn[nH]c2[nH]c(=S)n1-c1ccccc1	/	-6	173	4	104	99	/	6	173
COc1ccc(-c2nc(SC)n(C(=O)c3ccco3)n2)cc1	14%	13	164	4	108	104	4%	-13	164
CCOC(=O)c1sc(NC(=O)CSc2ncccn2)c(C#N)c1C	3%	-11	105	9	84	75	-7%	11	105
O=C1c2ccccc2C(=O)c2c1cccc2N1CCN(CCO)CC1	1%	11	113	/	/	/	/	-11	113
CCSc1nnc(NC(=O)CSc2nnc(Cc3cccn3C)n2CCc2ccccc2)s1	-31%	-1	111	/	/	/	6%	1	111
CCCCOc1ccc(CNC(=S)N/N=C/c2ccc(OC)c(OC)c2)cc1	-67%	3	195	/	/	/	-2%	-3	195
CC(C)OC(=O)CC(=O)c1sc2nc3c(cc2c1N)CN(C)CC3	-44%	/	/	-11	97	108	90%	/	/
CCCN(CCC)C(=O)CSc1nc2n[nH]c(C)c2c(=N)n1-c1ccc(OC)cc1	-270%	1	103	/	/	/	-5%	-1	103
Cc1noc(C)c1COC(=O)c1ccc2c(c1)OCCO2	/	-4	159	0	99	99	/	4	159
CCN(CC)CCNC(=O)c1ccccc1C(=O)c1ncc[nH]1	-7%	-5	190	2	100	98	6%	5	190
O=C(CCSc1nnc(-c2ccncc2)o1)Nc1ccccc1Cl	27%	-9	80	-3	88	91	-10%	10	80
CC(C)c1ccc(O)c(NC(=O)c2cncc(Br)c2)c1	-6%	3	173	-2	78	80	1%	-3	173
COC(=O)Cn1nc(-c2ccccc2)c2ccccc21	/	11	104	11	102	91	12%	-11	104
CC(C)(C)c1nnc(NS(C)(=O)=O)s1	/	-5	112	16	94	79	/	5	112
CCCCOC(=O)C1C2C=C[C@]3(CN(C(C)c4ccc(OC)cc4)C(=O)[C@H]13)O2 (some centres not stated)	-6%	-5	104	15	96	81	-2%	5	104

An excerpt, so the mix of outcomes need not match the whole.
